# Bioassay records: PubChem, Sanford-Burnham Center for Chemical Genomics
# Hsp70 displacement: small molecules displacing fluorescent ligand from Hsp70 – biochemical, fluorescence polarization, primary screen (AID 583) | Hsp70 fluorescence polarization probe displacement, mP; higher % means a stronger effect | one-dose displacement, % at 20 µM; IC50 in µM for titrated hits | 0.06% of 140,000 active; in the data active = displacement above about 50%;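 note: plate controls were vehicle for no effect and reference ligand for full effect; a part of the inactive calls stands beside numbers as strong as those of hits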
# Rat MKP-3 inhibitors: MKP-3 phosphatase inhibitors, primary screen, biochemical, rat enzyme, in vitro (AID 425). recombinant MKP-3 phosphatase activity, fluorescence; higher % means a stronger effect. inhibition, % at 20 µM, or IC50 in µM where a hit was titrated. 0.17% of 110,000 active; in the data active = inhibition above about 50%;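 note: plate controls were vehicle for no effect and reference inhibitor for full effect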
# The depositor's hits bear a star; . = not tested or not shown; & = joins results of further samples. This is a subset, so the mix of outcomes need not match the whole.
Molecule	Hsp70 displacement	Rat MKP-3 inhibitors
COC(=O)c1sc(NC(=O)COc2ccc(C)cc2)nc1C	1.8%	.
COc1ccc(C2C(C#N)=C(C)NC3=C2S(=O)(=O)c2ccccc23)cc1 (configuration not stated)	2.5%	.
CN(C)CCN(C)Cc1ccc2c(c1)Cc1ccccc1-2	-1.7%	6%
CCOC(=O)c1oc2cccc(O)c2c1CN1CCOCC1	-1.7%	0%
COc1ccc(C(=O)/C=C/Nc2cccc(C(F)(F)F)c2)cc1	-0.4%	3%
Cc1cc(C)n2nc(SCn3nnc4ccccc4c3=O)nc2n1	-5.7%	-11%
COc1ccc(CCNc2cc(N3CCN(C)CC3)ccc2[N+](=O)[O-])cc1OC	4.0%	-1%
O=C1c2cccc3cccc(c23)C(=O)N1CCOc1ccccc1	.	-2%
CCc1ccc2[nH]c(=O)c(CN(CCCN3CCOCC3)C(=O)Nc3ccccc3)cc2c1	-4.5%	-6%
CCN(CC)C(=O)c1c(NC(=O)c2ccc([N+](=O)[O-])cc2)sc2c1CCCCC2	1.6%	0%
Cc1ccc(S(=O)(=O)N2CCCN(S(=O)(=O)c3ccc(C(F)(F)F)cc3)CC2)cc1	-2.8%	-8%
COc1cccc(-c2nnc(SCC(=O)OC(C)C)n2N)c1	-1.7%	0%
O=C(O)/C(=C\c1ccccc1)NC(=O)c1ccccc1	-1.3%	-4%
C=CCn1c(Cc2cccs2)nnc1SCC(=O)Nc1ccc(OC)c(OC)c1	1.0%	5%
Cc1nnc2sc(-c3cccc(NC(=O)c4ccc(-c5cccc(Cl)c5)o4)c3)nn12	-20%	-8%
COc1ccc(/C(N)=N/OC(=O)COc2ccccc2)cc1OC	-1.3%	-5%
CCOC(=O)CSc1nnc(Cc2ccc(OC)cc2)n1-c1ccccc1	-2.0%	.
Cc1ccc2c(c1)C1CN(C)CCC1N2CC(=O)N(C)c1ccccc1 (configuration not stated)	10%	0%
Cc1ccccc1C(=O)NCCCn1ccnc1	-1.0%	2%
CCN(CC)C(=O)CN(c1ccc(C)cc1)S(=O)(=O)c1ccc(F)cc1	2.1%	5%
CCCCOC(=O)c1cccc(-c2ccc(/C=C3\C(=O)N(c4ccc(S(N)(=O)=O)cc4)N=C3C)o2)c1	-0.1%	-4%
O=C(NCc1ccc2c(c1)OCO2)c1ccc(NC(=O)C2CCCO2)cc1 (configuration not stated)	-3.6%	6%
CCCCn1c(/N=C/c2c[nH]c3ccccc23)nc2ccccc21	4.1%	.
O=C(Nc1cc(-c2nc3ccccc3o2)ccc1Cl)c1cccs1	-29%	3%
COC(=O)C1(C(=O)OC)CCCC1(C(=O)OC)C(=O)OC	0.8%	2%
NS(=O)(=O)c1ccc(CCNC(=S)NC(=O)c2cccs2)cc1	-4.1%	1%
CCOC(=O)Nc1sc(=S)n(C)c1C	0.2%	3%
CCC1CCCCN1C(=O)CSc1nnc(CNC(=O)c2cc(OC)c(OC)c(OC)c2)o1 (configuration not stated)	.	-3%
CC(NC(=O)c1cncc(Br)c1)c1ccc(S(N)(=O)=O)cc1 (configuration not stated)	3.5%	-5%
CCOC(=O)c1c(NC(=O)c2cc(C3CC3)on2)sc2c1CCCC2	-0.3%	-5%
CCC(=O)N(Cc1ccco1)c1nc(-c2ccc(OC)cc2)cs1	-0.4%	.
COc1ccc(-c2cc(C(F)(F)F)n3nc(C(=O)O)cc3n2)cc1OC	4.1%	-2%
O=[N+]([O-])c1cc(C(F)(F)F)ccc1N1CCN(C/C=C/c2ccccc2)CC1	4.6%	2%
CCn1c(Cc2c(C)[nH]c3ccccc23)nnc1SCC(=O)NCc1ccco1	2.9%	.
O=C(Cc1ccccc1)N1CCCC1c1ccccc1 (configuration not stated)	-1.8%	-5%
CCOC(=O)COc1c(Cl)cc(C=C2C(=O)NC(=S)NC2=O)cc1Cl	-2.3%	4%
O=C1N/C(=N\N=C\c2ccccc2O)SC1Cc1ccc(Cl)cc1 (configuration not stated)	3.4%	-1%
COc1ccc(/C=C/C(=O)Nc2cc(S(N)(=O)=O)ccc2C)cc1	3.9%	0%
CCOC(=O)CSc1nnc([C@H](C)NC(=O)OC(C)(C)C)o1	6.7%	-5%
COCCN1C(=O)C(=O)/C(=C(/O)c2ccccc2)C1c1ccc(Br)cc1 (configuration not stated)	-0.5%	0%

# Shown with two lines to a compound: 2 of the compounds above.
# Values run as follows: Hsp70 displacement | Rat MKP-3 inhibitors
> COc1ccc(/C=C/C(=O)Nc2cc(S(N)(=O)=O)ccc2C)cc1
    3.9% | 0%
> CCOC(=O)CSc1nnc([C@H](C)NC(=O)OC(C)(C)C)o1
    6.7% | -5%

# (more compounds)
Molecule	Hsp70 displacement	Rat MKP-3 inhibitors
COc1ccc(/C=C2\C(=O)N(c3ccc(C)c(Cl)c3)N=C2C)cc1[N+](=O)[O-]	0.7%	3%
CCOc1c(C=C2C(=O)NC(=O)NC2=O)cccc1OC	-4.6%	1%
Clc1ccc(-n2nnnc2SCc2c(-c3ccccc3)nc3sccn23)cc1	-2.7%	-2%
Cn1c(CC2C(=O)Nc3ccc(Br)cc32)nc2ccccc2c1=O (configuration not stated)	1.8%	0%
CCOC(=O)CSc1nc(C)cc(C)n1	8.5%	.
Cc1ccc(-c2ccccc2)n1-c1ccc2c(c1)OCO2	-4.9%	4%
N/C(=N\OC(=O)c1ccccc1Br)c1ccc(Cl)cc1	3.8%	0%
Cc1ccc(Cl)cc1N1C(=O)C2C3C=CC(CO)(O3)C2C1=O (configuration not stated)	2.0%	3%
Cc1c(NC(=O)C(C)N2C(=O)C3C4C=CC(C4)C3C2=O)c(=O)n(-c2ccccc2)n1C (configuration not stated)	-0.1%	-4%
CCCN(C=O)/N=C/c1ccc([N+](=O)[O-])cc1O	2.9%	0%
CC(C)(C)C(=O)COc1ccc2c(-c3ccccc3)cc(=O)oc2c1	-1.3%	3%
COc1ccc(OC)c(C2CC(=O)N3CN(c4cccc(Cl)c4C)CSC3=C2C#N)c1 (configuration not stated)	-1.6%	-8%
Cc1cc2ccccc2n2c(SCC(=O)N3CCc4ccccc4C3)nnc12	-3.2%	.
COCCCNC(=O)CS(=O)(=O)Cc1nc(-c2cccc(OC)c2)oc1C	3.0%	4%
COc1ccc(NC(=O)CN(c2ccc(Br)cc2)S(C)(=O)=O)cc1OC	-2.2%	2%
Cc1ccnc(NC(=O)c2cc(I)ccc2Cl)c1	2.6%	4%
O=C(CSc1ncn[nH]1)OCN1C(=O)c2ccccc2C1=O	-1.3%	1%
O=C1C(c2ccncc2)=C(O)c2ccccc21	0.4%	-8%
Cc1nc(NC(=O)COC(=O)CCS(=O)(=O)c2ccccc2Cl)c(Cl)cc1Cl	-1.5%	.
COc1ccc(NC(=O)N2c3ccccc3CC2C)cc1OC (configuration not stated)	-1.4%	1%
CCOC(=O)C1CCN(C(=O)c2ccccc2Oc2ccccc2)CC1	1.0%	-1%
CN1C(=O)C(C(=O)NC(C)(C)C)C2c3ccccc3OC13CCCCC23 (configuration not stated)	3.3%	3%
O=[N+]([O-])c1ccccc1S(=O)(=O)NCc1ccc2c(c1)OCO2	1.6%	-1%
COc1cc(OC)c(S(=O)(=O)N2CCCCC2)cc1S(=O)(=O)N1CCCCC1	-2.9%	-2%
Cc1nnc(NC(=O)Nc2ccc(Cl)c(Cl)c2)s1	2.1%	-3%
O=C(CSc1nc(O)c(Cc2ccccc2)c(=O)[nH]1)Nc1cccc2ccccc12	-0.1%	2%
CCN=c1scc(-c2ccco2)n1/N=C/c1ccc(O)cc1	3.0%	.
COCCn1c(=S)[nH]c2ncccc2c1=O	5.0%	8%
CCOc1ccccc1NC(=O)C1C2CCC3C(CCC21)C3(Cl)Cl (configuration not stated)	3.0%	6%
CN(C)CCCOC(=O)c1cc2ccccc2o1	-1.4%	-8%
O=C(COc1ccc(Cl)cc1Cl)Nc1ccc2c(c1)oc1ccccc12	2.1%	4%
CCCCn1nnc(NC(=O)c2ccc(-c3ccccc3)cc2)n1	3.1%	-9%
COC(=O)c1cc(C(=O)Nc2cc(Cl)ccc2OC)cc([N+](=O)[O-])c1	-2.0%	5%
CCOC(=O)c1c(NC(=O)c2ccco2)sc2c1CCCCC2	-5.4%	-1%
CCOc1ccccc1NC(=O)N1CCCC(c2nc3c(nnn3Cc3ccc(C)cc3)c(=O)[nH]2)C1 (configuration not stated)	4.5%	1%
O=C(CN1C(=O)c2cccc3cccc(c23)C1=O)OCc1ccc2c(c1)OCO2	-0.7%	3%
Cc1cc(C)c2c(CC(=O)Nc3ccc(Cl)cn3)coc2c1	2.4%	0%
COc1ccccc1NC(=O)COc1cccc(-n2cnnn2)c1	-1.6%	2%
COc1ccc(OC)c(NC(=O)NC2(C(F)(F)F)Oc3ccccc3O2)c1	-2.5%	-2%
Cc1occc1C(=O)NCc1cccnc1	3.8%	3%
Cc1ccc2nc(/C(C#N)=C\c3ccc(N4CCCCC4)c([N+](=O)[O-])c3)[nH]c2c1	4.6%&5.6%	0%
Cc1ccc(S(=O)(=O)N2CCC(C(=O)NCCCN3CCCCCC3)CC2)cc1	2.3%	-5%
CCOC(=O)c1ccc(NC(=O)COc2ccccc2Cl)cc1	2.8%	1%
O=c1[nH]c(=S)n(-c2ccc(Cl)c(Cl)c2)c(O)c1/C=C1/C=Nc2ccccc21	-13%	11%
COc1cc(C=C2C(=O)N(C)C(=O)N(C)C2=O)ccc1OC(C)c1ccccc1 (configuration not stated)	0.4%	5%
O=c1[nH]n(-c2ccccn2)c(=O)c2ccccc12	3.3%	-6%
Cc1cc(Cl)cc(Cl)c1OCCCCN1CCCCC1	-4.8%	3%
Cc1cc(C)n(-c2cc(-c3ccccc3)nc(-c3ccccc3)n2)n1	2.0%	-1%
Nn1c(SCC(=O)N2CCc3ccccc3C2)nnc1-c1cccs1	2.3%	.
COC(=O)C1=C(C)NC2=C(C(=O)CC(c3cccs3)C2)C1c1ccc(C)s1 (configuration not stated)	1.5%	1%
Cc1cc(C)nc(-n2nc(C)c3c(C(F)F)cc(C)nc32)n1	-2.5%	-12%
COc1ccc(CNCCSc2nnnn2C)cc1OC	-2.4%	.
CCOC(=O)Cc1csc(NC(=O)C2CCCN(S(=O)(=O)c3cnc[nH]3)C2)n1 (configuration not stated)	6.4%	1%
COc1cc(OC)cc(C(=O)Nc2ncc3c(n2)CC(C)(C)CC3=O)c1	3.8%	-2%
CCc1cc2c(CN3CCN(C)CC3)cc(=O)oc2cc1O	9.5%	-4%
CC(C)(C)n1nnnc1C(c1ccc(F)cc1)N1CCN(Cc2ccc3c(c2)OCO3)CC1 (configuration not stated)	3.1%	.
CCOC(=O)C1=C(O)/C(=C/c2ccco2)SC1=Nc1cccc(Cl)c1	-2.2%	5%
COC(=O)COc1cc(C)cc2oc(=O)c(CC(=O)OC)c(C)c12	1.9%	-2%
CN1C(=O)NC(=O)/C(=C/c2ccc(-c3ccc(F)cc3)o2)C1=O	-1.6%	9%
CCOC(=O)C1CCCN(c2c(Nc3ccc(C)c(C)c3)c(=O)c2=O)C1 (configuration not stated)	4.2%	-1%

# Some values from above.
# Rat MKP-3 inhibitors result of Cc1cc(Cl)cc(Cl)c1OCCCCN1CCCCC1 stands at 3%
# Rat MKP-3 inhibitors result of COC(=O)COc1cc(C)cc2oc(=O)c(CC(=O)OC)c(C)c12 stands at -2%
# Rat MKP-3 inhibitors result of CCOC(=O)c1ccc(NC(=O)COc2ccccc2Cl)cc1 stands at 1%
# Hsp70 displacement result of COc1ccc(CNCCSc2nnnn2C)cc1OC stands at -2.4%

# (list continues)
Molecule	Hsp70 displacement	Rat MKP-3 inhibitors
CC(NC(=O)CN1CCCCC1)C1COc2ccccc2O1 (configuration not stated)	0.8%	1%
CCn1cc(C(=O)Nc2nnc(C)s2)c(=O)c2cc(F)c(N3CCN(C(=O)c4ccco4)CC3)cc21	3.9%	.
Cc1cccc(N=C2N=C(N)c3ccccc32)c1	2.9%	.
OC(C#CC12CC3CC(CC(C3)C1)C2)c1cccnc1 (configuration not stated)	-1.4%	8%
COc1cc(OC)c(C2CC(=O)N3CN(c4ccccc4C)CSC3=C2C#N)cc1OC (configuration not stated)	-1.5%	2%
COc1ccc(C2CC(=O)C3=C(C2)Nc2ccccc2NC3c2ccc(OC(C)=O)c(OC)c2)cc1 (configuration not stated)	-0.9%	1%
COc1cc(C2C(C#N)=C(N)Oc3cc(C)n(CCN4CCOCC4)c(=O)c32)cc(OC)c1OC (configuration not stated)	2.3%	-10%
O=C(Nc1c(Cl)cc(Cl)cc1C(=O)NCC1CCCO1)c1ccco1 (configuration not stated)	0.3%	-6%
NC(=O)c1ccc(NC(=O)c2ccccc2[N+](=O)[O-])cc1	0.4%	-3%
CCc1cc(C(=O)N=Nc2c(O)[nH]c3ccc(Br)cc23)c2ccccc2n1	3.2%	6%
C=C(C)Cn1c(N(CCO)Cc2ccccc2)nc2c1c(=O)[nH]c(=O)n2C	-8.5%	3%
O=C(Nc1ccc([N+](=O)[O-])cc1)/C(=C/c1cccc([N+](=O)[O-])c1)NC(=O)C1CCCCC1	3.1%	.

# Entries of single compounds as entered above:
# `CCCCn1c(/N=C/c2c[nH]c3ccccc23)nc2ccccc21` in the list: Hsp70 displacement: 4.1%; Rat MKP-3 inhibitors: .
# `Cc1cc(C)n2nc(SCn3nnc4ccccc4c3=O)nc2n1` in the list: Hsp70 displacement: -5.7%; Rat MKP-3 inhibitors: -11%
